Tb PFK block: qHTS Assay to Find Inhibitors of T. brucei phosphofructokinase; ATP-dependent 6-phosphofructokinase (Trypanosoma brucei brucei), O15648; T. brucei PFK, ADP-Glo luminescence; Potency, µM (titrated, usually from 57.5 µM), for inactives: at the top dose activity, negative = inhibition, hits mostly inhibitors; actives 0.17% (n = 330,000); AID 485367, 2010;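 note: potency is the fitted concentration of half-maximal effect; 0% = uninhibited 1x PFK enzyme wells and -100% = no-enzyme wells; nearly all actives have a fitted effect of over 60% in size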
Target sequence (O15648 whole entry, looked up): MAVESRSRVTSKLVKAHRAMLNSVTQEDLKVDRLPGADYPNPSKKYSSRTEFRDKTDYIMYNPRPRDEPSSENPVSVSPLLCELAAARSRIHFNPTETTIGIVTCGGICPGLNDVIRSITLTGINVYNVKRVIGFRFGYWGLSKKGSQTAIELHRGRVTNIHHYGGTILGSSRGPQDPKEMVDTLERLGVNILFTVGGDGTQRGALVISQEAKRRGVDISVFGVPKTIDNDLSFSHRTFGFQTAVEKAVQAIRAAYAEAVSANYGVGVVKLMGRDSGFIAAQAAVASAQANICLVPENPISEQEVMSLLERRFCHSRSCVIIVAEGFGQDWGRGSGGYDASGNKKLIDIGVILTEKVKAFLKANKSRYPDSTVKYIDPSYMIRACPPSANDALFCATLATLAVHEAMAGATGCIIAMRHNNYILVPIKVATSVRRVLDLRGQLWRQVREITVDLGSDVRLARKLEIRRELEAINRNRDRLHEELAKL
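Luminescent ADP detection (ADP-Glo, two-step: ATP depletion then ADP-to-ATP conversion for luciferase) reported PFK activity after 45 min room-temperature reaction of 1.25 nM enzyme with 0.5 mM F6P and 0.1 mM ATP at pH 8.0.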
Rab9 prom act: qHTS Assay for Rab9 Promoter Activators; Huh7 Rab9 promoter-luciferase reporter, luminescence, 24 h; Potency, µM (highest dose often 9.22 µM), inactives show at the top dose activation, negative = inhibition, actives largely listed as activators; actives 2.8% (n = 320,000); note: potency is the fitted concentration of half-maximal effect; % of control where 0% means no effect; nearly all actives have a fitted effect of over 60% in size
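Huh7 cells stably carrying Rab9 promoter–luciferase reporter, plated 1500 cells/well, compound added after 2 h and incubated 24 h at 37 °C; luciferase luminescence then read after 10 min with detection reagent.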
p53 reactivation: qHTS assay for re-activators of p53 using a Luc reporter | AID 504706, 2011 | actives 0.063% (n = 320,000) | Potency, µM (series often up to 92.2 µM), without a hit: at the top dose activity change, positive = activation, most hits filed as activators | H1299 p53-A138V BP100-luciferase reporter, luminescence, 24 h; note: potency is the fitted concentration of half-maximal effect; % of control where 0% means no effect; nearly all actives have a fitted effect of over 45% in size
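H1299 (p53-null), stable ts p53-A138V + BP100-Luc; 1000 cells/well, Opti-MEM/10% FBS; cpd 4 pt, 1:5; 24 h, 37 deg C, 5% CO2; detection reagent 10 min RT; luminescence.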
FLuc counter: qHTS profiling assay for firefly luciferase inhibitor/activator using purifed enzyme and Km concentrations of substrates (counterscreen for miR-21 project); purified FLuc, Km substrates, luminescence inhibition; actives 6.9% (n = 360,000); Luciferin 4-monooxygenase (Photinus pyralis), P08659; Potency, µM (highest dose often 57.5 µM), without a hit: top-dose activity change, negative = inhibition, most hits filed as inhibitors;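 note: potency is the fitted concentration of half-maximal effect; plate controls were vehicle for no effect and reference inhibitor for full effect; nearly all actives have a fitted effect of over 55% in size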
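Purified P. pyralis luciferase (10nM final) with 10uM D-luciferin and 10uM ATP (Km levels) in 50mM Tris acetate pH 7.5, 10mM Mg acetate, 0.01% Tween-20, 0.05% BSA; qHTS 6-point titration, ~60 µM downward; luminescence read.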
NPC1 prom act: qHTS Assay for NPC1 Promoter Activators; Huh7 NPC1 promoter luciferase reporter, 24 h; Potency, µM (top dose mostly 9.22 µM), for inactives: top-dose activation, usual class: activators; actives 2.4% (n = 320,000); AID 485313, 2010;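 note: potency is the fitted concentration of half-maximal effect; % of control where 0% means no effect; nearly all actives have a fitted effect of over 60% in size; reporter is driven by a mutant NPC1 promoter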
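Stably transfected Huh7 (NPC1 promoter→luciferase), 1500 cells/well in Opti-MEM + 10% FBS, 2 h settle, then compound 24 h at 37 °C. Luminescence after 10 min with Amplite reagent.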
RORg inh: qHTS for inhibitors of ROR gamma transcriptional activity. actives 5.4% (n = 310,000). Drosophila S2 Gal4-RORgamma UAS-luciferase reporter, 20 h. Potency, µM (top dose mostly 53.6 µM), for the others: at the highest dose activity change, negative = inhibition, hits mostly inhibitors. Nuclear receptor ROR-gamma (Mus musculus), P51450; note: potency is the fitted concentration of half-maximal effect; % is set by controls: 0 for no effect and ±100 for the full control effect; nearly all actives have a fitted effect of over 60% in size
Target sequence (P51450 whole entry, looked up, the tested form may be a part): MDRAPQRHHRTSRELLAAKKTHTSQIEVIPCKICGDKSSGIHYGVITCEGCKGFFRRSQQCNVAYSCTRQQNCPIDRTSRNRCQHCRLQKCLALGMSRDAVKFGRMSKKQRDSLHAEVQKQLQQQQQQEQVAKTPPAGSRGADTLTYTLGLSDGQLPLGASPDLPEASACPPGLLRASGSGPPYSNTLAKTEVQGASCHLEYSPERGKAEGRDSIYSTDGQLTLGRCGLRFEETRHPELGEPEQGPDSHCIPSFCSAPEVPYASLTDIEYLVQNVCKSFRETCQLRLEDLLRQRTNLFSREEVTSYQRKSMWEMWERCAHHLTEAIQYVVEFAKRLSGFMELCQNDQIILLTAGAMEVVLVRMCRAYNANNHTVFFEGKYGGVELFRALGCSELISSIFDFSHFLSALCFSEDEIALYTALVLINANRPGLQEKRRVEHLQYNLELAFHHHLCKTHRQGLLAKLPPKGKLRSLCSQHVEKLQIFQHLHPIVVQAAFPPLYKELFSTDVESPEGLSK
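Using a luciferase readout, inhibitors were identified by reduced reporter activity in Drosophila cells coexpressing a copper-inducible Gal4–ROR gamma fusion and UAS-driven Photinus luciferase, incubated 20 hr after 700 uM copper sulfate.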
ELG1 genotox: qHTS screen for small molecules that induce genotoxicity in human embryonic kidney (HEK293T) cells expressing luciferase-tagged ELG1 | actives 1.3% (n = 330,000) | Potency, µM (highest dose often 46 µM), inactives show top-dose activity change, positive = activation, hits mostly activators | AID 504466, 2011 | HEK293T ELG1-luciferase reporter, luminescence, 16 h; note: potency is the fitted concentration of half-maximal effect; % of control where 0% means no effect; nearly all actives have a fitted effect of over 60% in size
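DMSO vehicle served as control against compound-treated ELG1-luciferase HEK293T cells; exposure lasted 16 hr at 37 °C and 5% CO2, followed by ONE-Glo luminescence detection after 30 min.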
Gal4-VP16 FLuc: VP16 counterscreen qHTS for inhibitors of ROR gamma transcriptional activity | actives 3.5% (n = 310,000) | Potency, µM (doses to about 53.6 µM), inactives show at the highest dose activity, negative = inhibition, hits mostly inhibitors | AID 2546, 2010 | Drosophila S2 Gal4-VP16 UAS-luciferase, luminescence, 20 h;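 note: Gal4-VP16 expression switched on by copper sulfate through the metallothionein promoter; potency is the fitted concentration of half-maximal effect; % is set by controls: 0 for no effect and ±100 for the full control effect; nearly all actives have a fitted effect of over 50% in size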
ELG1 DNA repair: qHTS screen for small molecules that inhibit ELG1-dependent DNA repair in human embryonic kidney (HEK293T) cells expressing luciferase-tagged ELG1 | HEK293T ELG1-luciferase reporter, luminescence, 16 h; DNA damage induced by 5-fluorouridine | Potency, µM (highest dose often 46.1 µM), for inactives: at the top dose activity change, negative = inhibition, most hits filed as inhibitors | actives 2.3% (n = 330,000) | AID 504467, 2011; note: potency is the fitted concentration of half-maximal effect; % is set by controls: 0 for no effect and ±100 for the full control effect; nearly all actives have a fitted effect of over 55% in size
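In this reporter screen, reduction of luminescence relative to DMSO vehicle indicated activity. Compounds and 5-fluorouridine were added together to 2,000 cells per well, incubated for 16 hr at 37 °C, then developed with ONE-Glo.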
BRCA1 expr act: qHTS Assay to Identify Small Molecule Activators of BRCA1 Expression. Potency, µM (titrated, usually from 46.1 µM), for the others: at the top dose activation, actives largely listed as activators. MCF7-BRCA1-FFLuc reporter, luminescence, 48 h; response scale: scaled: vehicle 0%, 10 µM genistein 100%. actives 1.1% (n = 380,000); note: potency is the fitted concentration of half-maximal effect; nearly all actives have a fitted effect of over 80% in size; some results filed as inactive show a strong effect at the top dose
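Cells: MCF7-BRCA1-FFLuc, 2000/well. Exposure: 48 h, 37 °C, 5% CO2. Read: luminescence, 15 min post-substrate. Controls: genistein 10 microM (maximal activation), DMSO (neutral).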
TRPV1 agonist: HTS Assay for Compounds that Act as Agonists of the Vanilloid Receptor 1. Transient receptor potential cation channel subfamily V member 1 (Homo sapiens), Q8NER1. TRPV1-expressing cells, Fluo-8 calcium influx, agonist mode. activation, % at 8.33 µM. actives 0.19% (n = 320,000). AID 540275, 2011; in the data active = activation above about 80%; inconclusive = between about 30% and that limit; note: 0% is about no effect
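TRPV1-expressing cells were cultured overnight at 35.5C and loaded with Fluo-8 calcium dye for 40 to 90 min at room temperature. After a 10 s baseline, compound was added and calcium influx was read kinetically for 3 min (ex 480/em 520 nm).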
The depositor's hits bear a star; ? = inconclusive; · = not tested or not shown; [ ] = another dose, or the depositor's remark. Unless noted, calls come from the whole dose curve; as a rule, active = well fitted curve in the direction sought with a large enough effect; inconclusive = small, poorly fitted or top-dose-only effect, or another doubt; inactive = no such curve, though single readings can be large; an effect the other way counts as inactive or inconclusive. Rows are unselected; overall some 15% were active at least once.

mol	Rab9 prom act	ELG1 genotox	Gal4-VP16 FLuc	ELG1 DNA repair	BRCA1 expr act	Tb PFK block	RORg inh	TRPV1 agonist	FLuc counter	p53 reactivation	NPC1 prom act
CCc1nnc(N2C(=O)c3ccccc3C2(O)c2ccccc2)s1 (configuration not stated)	-5%	-1%	-7%	15%	-14%	-2%	-12%	-2	-2%	-5%	0%
CCCCc1ccc(NC(=O)OC)cc1	15%	8%	0%	?	0%	-7%	-7%	21	17µM*	7%	13%
Cc1cc(=O)oc2c3c(cc(OCC(=O)NCc4ccncc4)c12)OC(C)(C)CC3	0%	1%	-10%	-1%	-14%	-3%	19%	?	1%	4%	-2%
O=C(CCS(=O)(=O)c1ccc(F)cc1)N1CCOCC1	25%	21%	27%	?	58%	1%	-12%	0	-17%	19%	19%
NC(=O)C1CCN(CC(=O)Nc2nc(-c3ccccc3)cs2)CC1	-1%	4%	9%	17%	-5%	-3%	21%	0	-17%	·	0%
CCc1[nH]nc(C(=O)NC2CCCc3c2cnn3-c2cc(C)cc(C)c2)c1C (configuration not stated)	29%	?	-10%	?	5%	1%	42%	17	?	-2%	7%
COC(=O)CCc1sc(NC2CCCCC2)nc1-c1ccc(OC)cc1	0%	1%	?	?	-4%	1%	-76%	18	?	5%	0%
c1ccc(N2CCN(c3nc4ccccc4n4nnnc34)CC2)cc1	-1%	5%	2%[0.365 µM]	10%	-29%	0%	-19%	-3	-18%	26%	15%
O=C(CSc1nnnn1-c1ccccc1)NC(=O)Nc1ccc2c(c1)OCCO2	?	?	0%	?	?	-1%	-8%	4	19µM*	?	?
CSc1ccccc1OCc1cc(C(=O)N2CCNC(=O)C2)no1	4%	8%	-3%	8%	2%	-1%	19%	2	3%	18%	5%
COc1ccc2oc(=N)c(C(=O)Nc3ccc(C)cc3)cc2c1	?	11%	-12%	7%	0%	2%	32%	5	?	·	23%
CCOC(=O)c1ccc(NC(=O)c2cccc3c2C(=O)N(CC2CCCO2)C3)cc1 (configuration not stated)	0%	0%	-3%	?	-6%	-30%	-3%	-2	?	2%	-8%
COc1ccc2c(CC(=O)OCC(=O)c3ccc(F)cc3)coc2c1	13%	-1%	2%	6%	3%	-1%	4%	28	-1%	-6%	1%
Cc1cccc(C)c1OCc1cc(C(=O)NCC2CC2)no1	0%	8%	-2%	21%	70%	2%	-4%	30	-3%	-4%	16%
NS(=O)(=O)c1ccc(CCNC(=S)Nc2ccc(S(N)(=O)=O)cc2)cc1	-4%	-4%	-16%	-9%	-16%	-10%	-2%	-11	2%	14%	-3%
O=C(NCc1ccccn1)c1coc(=O)c(Br)c1	-1%	15%	4%[0.365 µM]	0%	-24%	-3%	35%	-1	4%	?	1%
COc1cccc(C(=O)OCCN(C)C(C)(C)C)c1	-4%	3%	-14%	4%	·	4%	-13%	-2	4%	-6%	1%
COc1ccc(Nc2oc(-c3ccccc3Cl)nc2C#N)cc1	-21%	10%	1%	-5%	-20%	-1%	-11%	?	1%	?	-22%
NC(=O)c1ccc(-n2nnnc2SCC(=O)c2ccc(O)c(O)c2)cc1	1%	2%	-9%	4%	-7%	6%	23%	-2	-2%	0%	-3%
CCOC(=O)C1=C(N)OC2=C(C(=O)CCC2)C1c1cccs1 (configuration not stated)	2%	2%	-2%	23%	13%	24%	16%	1	4%	1%	-4%

Other entries.
mol	Rab9 prom act	ELG1 genotox	Gal4-VP16 FLuc	ELG1 DNA repair	BRCA1 expr act	Tb PFK block	RORg inh	TRPV1 agonist	FLuc counter	p53 reactivation	NPC1 prom act
CC(C)CCNC(=O)NC(=O)Cn1cc(C(F)(F)F)ccc1=O	8%	-1%	2%	3%	·	1%	22%	2	1%	3%	-1%
O=C(CNc1ccc(F)cc1)N/N=C/c1c(O)ccc2ccccc12	-10%	?	2.8µM*	-28%	-77%	-15%	1.3µM*	18	-16%	7%	-10%
CC(C)n1cc(C(N)=S)c(=O)n(Cc2ccccc2)c1=O	-1%	0%	?	-2%	4%	0%	?	-3	2%	-8%	-1%
O=S(=O)(c1ccc(F)cc1)N1CCN(CCc2ccccc2)CC1	7%	-10%	2%	?	-27%	-1%	1%	13	-1%	16%	0%
CCOc1ccc(Br)cc1S(=O)(=O)N1CCCN(C)CC1	-2%	-1%	3%	1%	0%	-5%	-8%	3	-1%	-5%	1%
Cc1c(C)c2c(OCC(=O)NCc3ccncc3)cc3c(c2oc1=O)CCC(C)(C)O3	-4%	0%	4%	4%	0%	-4%	3%	80*	8%	9%	-4%
O=C(COC(=O)COc1ccc(Br)cc1)Nc1cccnc1Cl	10%	-4%	-4%	18%	-7%	-14%	-3%	8	-8%	3%	-1%
Cc1cccc(N2CC(C(=O)Nc3ccc4c(c3)OCO4)CC2=O)c1C (configuration not stated)	-7%	7%	-1%	0%	0%	-4%	-13%	0	1%	1%	0%
Cn1ncc(C#N)c1NC(=O)C1CC(c2ccc(Cl)c(Cl)c2)=NO1 (configuration not stated)	6%	-3%	-1%	2%	4%	5%	23%	5	-7%	5%	-1%
COc1cccc(C(=O)NCCS(=O)(=O)N(C)Cc2ccccc2)c1	-5%	-2%	·	7%	-26%	-10%	·	24	-1%	0%	-6%
N/C(=N\OC(=O)CCCOc1ccccc1)c1ccccn1	9%	10%	18%[10 µM]	?	12%	-1%	1%	0	17µM*	21%	5%
CCCCCCCCc1nnc(N)s1	-3%	3%	2%	11%	18%	-12%	27%	18	-12%	14%	-6%
O=C(O)CCN1CC2([N+](=O)[O-])C=CC(=O)C([N+](=O)[O-])(C1)C2CC(=O)c1ccccc1 (configuration not stated)	1%	-3%	-7%	-4%	1%	16%	1%	-3	-9%	4%	4%
C/C(=N\O)C(C)(C)Nc1cccc(F)c1	-1%	-1%	3%	13%	-10%	0%	10%	-3	0%	-1%	-5%
COc1cc2cc(C(c3nnnn3C3CCCC3)N3CCc4ccccc43)c(=O)[nH]c2cc1OC (configuration not stated)	0%	-1%	-3%	-10%	-34%	-4%	26%	0	3%	-30%[inhibitor]	-4%
CCCCOCCCNC(=O)Cc1cccs1	6%	-2%	-1%	?	7%	-5%	4%	5	2%	2%	7%
Cc1ccc(C)c(N2CCN(C(=O)c3ccc4nc(N5CCOCC5)sc4c3)CC2)c1	7%	-11%	10%	?	-28%	1%	40%	29	-1%	-2%	-2%
CCOc1ccc(-c2csc3ncn(-c4ccc(OC)cc4)c(=O)c23)cc1	-8%	-5%	-13%	?	-23%	-3%	?	3	-4%	-2%	-3%
Cc1cccc(OCc2nc(-c3cccnc3)no2)c1	-4%	5%	-3%	?	83%	11%	20%	2	?	29%	14%
O=C(/C=C(/c1ccc(Cl)cc1)n1cncn1)c1ccccc1	-3%	3%	-13%	7%	-57%	-1%	38%	23	-16%	-3%	2%

The listing continues:
mol	Rab9 prom act	ELG1 genotox	Gal4-VP16 FLuc	ELG1 DNA repair	BRCA1 expr act	Tb PFK block	RORg inh	TRPV1 agonist	FLuc counter	p53 reactivation	NPC1 prom act
Cc1nnc(SCC(=O)Nc2cc(C(C)(C)C)nn2-c2ccccc2)s1	-1%	-1%	-3%	-4%	-16%	0%	1%	2	-2%	-5%	1%
CCNC(=S)N(Cc1c(C)noc1C)c1ccccc1	-1%	3%	6%	0%	-2%	-4%	-14%	-4	-2%	-3%	1%
Cc1ccc(/C=C/c2onc(C)c2S(=O)(=O)N2CCC(C(=O)NC(C)(C)C)CC2)cc1	22%	4%	1%	-4%	-4%	-3%	13%	?	1%	·	-1%
COc1cc([N+](=O)[O-])c2nccnc2c1	-8%	1%	-12%	13%	1%	0%	-1%	-3	-2%	0%	-1%

Source: PubChem (National Center for Advancing Translational Sciences (NCATS))
